Source: PubChem (NCI)
Growth percent in the NCI-60 one-dose screen (48 h, 10 µM unless noted): 100 = growth as untreated, 0 = no growth, -100 = all killed.
COLO 205: COLO 205 colon cancer; AID 1794742; 79,000 tested, 7.3% active
HT29: HT29 colon cancer. 81,000 tested, 7.4% active. AID 1794748
NCI-H460: NCI-H460 lung cancer; 82,000 tested, 6.8% active
KM12: KM12 colon cancer cells | 82,000 tested, 5% active
HCT-116: HCT-116 colon cancer; 82,000 tested, 7.3% active; AID 1794798
HCT-15: HCT-15 colon cancer | 82,000 tested, 5.2% active | AID 1794746
NCI-H226: NCI-H226 lung cancer | 79,000 tested, 3.5% active
NCI-H322M: NCI-H322M lung cancer; 80,000 tested, 2.7% active
SW-620: SW-620 colon cancer | 82,000 tested, 5.2% active
Starred values were filed as active, the others as inactive; / = no result given; [ ] = dose if it differs, or a comment. How the source made its calls: active means growth percent below 10; inactive means the rest. An unsorted share of the library, and some 11% of all compounds hit somewhere here.

SMILES	COLO 205	HT29	NCI-H460	KM12	HCT-116	HCT-15	NCI-H226	NCI-H322M	SW-620
COc1cccc(C2c3c([nH]c(=S)[nH]c3=O)Nc3[nH]c(=S)[nH]c(=O)c32)c1O	107	106	102	98	93	101	101	94	93
CN1C(=O)CNC(=O)[C@H](NC(=O)c2nc3ccccc3cc2O)CSSC[C@H]1C(=O)O	108	92	103	105	92	115	103	112	100
COc1cc(CCCO)cc2c1OCO2	111	107	110	101	115	104	98	103	103
Clc1nc2ccc(Br)cc2cc1-c1nc2ccccc2s1	112	105	97	93	85	97	93	/	99
O=C(O)c1ccc(Nc2ccnc(SCC(=O)c3ccc([N+](=O)[O-])cc3)n2)cc1	112	110	105	102	102	108	103	/	100
O=C1Nc2ccccc2/C1=C/c1ccc(OCc2ccc(Cl)cc2)cc1	100	103	95	91	91	84	97	90	100
O=C1Nc2cc(Cl)c(CCCl)cc2/C1=C/c1ccc(F)cc1	97	84	67	76	62	70	84	73	77
O=C(Nc1cc(F)cc2cccnc12)c1cnc(N2CCOCC2)cn1	18	30	99	99	9.6*	32	81	92	51
CC(C)(SCCc1ccncc1)C(N)C(=O)O (stereo not drawn)	100	113	101	93	92	104	101	105	94
COc1cccc(-n2nc(C(=O)NCc3ccccc3OC)nc2-c2cc(OC)c(OC)c(OC)c2)c1	101	81	111	96	102	97	97	94	111
Cc1ccc(/C(CSc2nnc(-c3c[nH]c4ccccc34)n2-c2ccccc2)=N/O)cc1	12	6.4*	2.0*	50	2.6*	-62*	-41*	-42*	-80*
O=C1NC(c2ccc(Cl)c(Cl)c2)=C/C1=C/c1ccccc1[N+](=O)[O-]	107	114	101	98	95	103	100	95	102
C=C(C)[C@@H]1CC[C@]2(c3ncc(C)o3)CC[C@]3(C)[C@H](CC[C@@H]4[C@@](C)(CCC#N)[C@H](C(=C)C)CC[C@]43C)[C@@H]12	-82*[100 µM]	-70*[100 µM]	-71*[100 µM]	-75*[100 µM]	-82*[100 µM]	-69*[100 µM]	-55*[100 µM]	-84*[100 µM]	-70*[100 µM]
CCCN(CCC)C(=O)c1cccc(C)c1	/	92	101	104	101	101	91	110	93
CC(C)=CCC/C(C)=C/COC(=O)/C=C\C(=O)NC(N)=O	120	116	105	100	96	93	99	95	105
COc1cc(/C=C2\CCC/C(=C\c3cc(CN4CCOCC4)c(O)c(OC)c3)C2=O)cc(CN2CCOCC2)c1O	45	3.4*	12	9.1*	23	22	/	46	31
O=c1oc2ccc(Br)cc2c(=O)n1-c1ccc(Cl)cc1F	22	20	2.9*	-15*	1.8*	0.1*	/	6.0*	9.8*
Cc1ccc(-c2cn(CC(=O)Nc3nc4ccccc4s3)nn2)cc1	109	101	103	105	101	107	102	/	96
O=C(O)/C(=C\c1ccccc1)c1ccccc1	110	104	107	105	96	119	/	108	100
COc1ccc(-c2nc3sccn3c2-c2ccnc(NCCCNS(=O)(=O)c3ccc(OC)cc3)n2)cc1	22	23	59	33	42	42	39	78	77
COc1ccc(NC(=O)Nc2ccc(OCC(=O)N=Nc3c(O)[nH]c4ccc(OC)cc34)cc2)cc1	88	104	103	44	77	109	83	97	82
OC(c1cc2cc(Br)ccc2c2cc(Br)ccc12)C1CCCCN1 (stereo not drawn)	-90*	-82*	-72*	-92*	-73*	-72*	-70*	-85*	-75*
CN1CCN(Cc2cc(=O)oc3ccc4ccccc4c23)CC1	92	88	114	100	92	105	91	89	96
CC(=O)n1cc(-c2c[nH]c3ccccc23)c(-c2ccc(Br)cc2)n1	86	89	85	84	49	74	86	82	82
C=CCN1C(=O)/C(=C\c2ccc3c(c2)CCC3)SC1=S	109	97	107	104	100	99	97	106	104
COc1ccc(/C=C/C(O)CCN2CCC3CCC(C3)C2)cc1 (stereo not drawn)	101	94	116	100	106	99	112	110	99
CCNc1cc(Cl)nc(N)n1	112	109	105	100	96	98	105	108	102
CCOC(=O)/C(F)=C/C1CC1CC(C)(C)C (stereo not drawn)	135	95	108	105	107	99	98	101	106
Cc1cc(C(=O)Nc2cc(Cl)ccc2Cl)c(C)o1	122	104	103	105	105	96	108	101	101
CC1(C)CC[C@]23CC[C@]4(C)[C@H](CC[C@@H]5[C@@]6(C)C/C(=C/c7ccccn7)C(=O)C(C)(C)[C@@H]6CC[C@]54C)[C@H]2[C@H]1OC3	102	88	82	91	90	97	90	106	91
O=C(NS(=O)(=O)c1ccc(Cl)cc1)n1ccc2c(Cl)ccnc21	127	103	116	105	101	109	101	95	118
NC(=S)N1CCOCC1	108	110	101	109	99	112	99	84	104
CO[C@]1(CO)O[C@H](n2cc(C)c(=O)[nH]c2=O)C[C@@H]1O	109	87	105	101	84	106	/	84	101
Cc1ccc2nc(-c3ccc(N4C(=O)/C(=C/c5ccc(F)cc5)N=C4c4ccccc4)cc3)sc2c1	112	86	93	64	88	83	/	74	106
CC(C)Cc1cc(-c2cc(CC(C)C)[nH]n2)n[nH]1	110	105	98	103	95	99	104	100	98
CC1CN(S(=O)(=O)c2ccc(-c3cc4ccccc4c(=O)o3)cc2)CC(C)C1(F)F (stereo not drawn)	122	120	99	100	103	98	94	97	105
O=C1CC(c2ccc(Cl)cc2Cl)c2cnn(Cc3ccc4c(c3)OCO4)c2N1 (stereo not drawn)	/	87	104	98	88	103	90	86	110
COc1cc2c(cc1OC)C(c1ccc(N=Cc3ccc(Cl)c(Cl)c3)cc1)N(C(=S)Nc1cc(Cl)ccc1Cl)CC2 (stereo not drawn)	113	115	100	99	91	94	82	85	103
CCOc1ccc(-n2nnc3cnc(Nc4cnn(CC)c4)nc32)cc1	70	60	95	74	56	99	54	105	117
COc1cc(NC(=O)C2=C(N3CCOCC3)/C(=C/c3ccc(Cl)cc3)CC2)cc(OC)c1OC	99	86	100	97	66	73	86	/	100
COc1ccc(/C=N\Nc2ccc([N+](=O)[O-])cn2)cc1OC	67	/	1.4*	44	17	96	35	11	62
O=C1C2=C(C(=O)c3c(O)cccc31)C(c1ccco1)c1sc(=O)[nH]c1S2 (stereo not drawn)	-89*	12	-4.0*	/	-2.9*	11	-21*	-98*	13
COc1ccc(OC)c2c(C)c(C)[nH]c12	129	101	106	110	111	104	99	101	106
Nc1ncc(-c2ccc(Br)cc2)s1	100	118	98	100	93	98	110	112	100
N#Cc1c(-c2cccc(F)c2)cc(-c2cccnc2)[nH]c1=O	108	104	109	103	103	104	101	101	110
O=C(O)CC(C(=O)O)/C(=C\c1ccccc1)c1ccccc1 (stereo not drawn)	99	114	106	108	119	107	86	116	103
CCCCCCCCCCCCNC(=O)N[C@H](C(=O)N[C@H]1/C=C/CCNC(=O)/C=C/[C@H](C)NC1=O)C(C)C	-51*	12	2.2*	-62*	-85*	28	-87*	3.5*	-22*
CCOC(=O)C1=C(CCl)N(C)C(=O)NC1c1ccc2c(c1)OCO2 (stereo not drawn)	69	39	72	73	19	34	77	85	8.2*
O=c1[nH]c2ccc(Cl)cc2cc1CSc1nccc(-c2ccc(Cl)cc2)n1	72	68	37	70	30	57	8.8*	57	73
O=C(/C=C/c1ccco1)c1ccc(F)cc1	/	103	112	108	112	103	107	113	107

Continued:
SMILES	COLO 205	HT29	NCI-H460	KM12	HCT-116	HCT-15	NCI-H226	NCI-H322M	SW-620
CC(=O)OCC1OC(OC2C(COC(C)=O)OC(n3cc(COc4ccc5ccc(=O)oc5c4)nn3)C(OC(C)=O)C2OC(C)=O)C(OC(C)=O)C(OC(C)=O)C1OC(C)=O (stereo not drawn)	116	114	108	103	106	102	101	103	106
C1=CC2CCC1CC2c1ccccc1 (stereo not drawn)	115	108	101	114	98	97	98	/	96
CC(=O)/C=N/Nc1ccccc1	108	110	110	113	112	103	109	109	109
O=C(NCc1ccc(Cl)cc1Cl)C1CC(=O)N(C(=O)Nc2ccc(Cl)nc2)C1 (stereo not drawn)	/	98	/	98	81	103	93	90	109
N=C(N)c1ccc(-c2ccc(-c3ccc(-c4cccs4)s3)s2)cc1F	101	73	13	100	84	84	96	26	91
O=S(=O)(c1ccccc1)c1cc2c(nc1OCc1ccccc1)-c1cnn(-c3ccc(Cl)cc3)c1CC2	103	71	97	100	82	84	96	99	96
Cc1nc2nc3sc(C)c(C)c3c(=O)n2[nH]1	84	108	110	110	108	103	127	107	111
O=S(=O)(NCCCNc1nccc(-c2c(-c3ccc(F)c(O)c3)nc3occn23)n1)c1ccc(Cl)cc1	43	54	62	70	33	73	103	85	98
O=C(Cc1ccccc1)NC/C=N/O	102	109	121	113	97	99	108	100	100
Cc1nc2ccc(C(=O)NCc3cc(C(=O)O)c(C)o3)cc2nc1C	/	96	100	92	96	105	100	97	99

An excerpt of these results, field by field.
Cc1ccc(/C(CSc2nnc(-c3c[nH]c4ccccc34)n2-c2ccccc2)=N/O)cc1
  COLO 205: 12
  HT29: 6.4*
  NCI-H460: 2.0*
  KM12: 50
  HCT-116: 2.6*
  HCT-15: -62*
  NCI-H226: -41*
  NCI-H322M: -42*
  SW-620: -80*
O=C1NC(c2ccc(Cl)c(Cl)c2)=C/C1=C/c1ccccc1[N+](=O)[O-]
  COLO 205: 107
  HT29: 114
  NCI-H460: 101
  KM12: 98
  HCT-116: 95
  HCT-15: 103
  NCI-H226: 100
  NCI-H322M: 95
  SW-620: 102
C=C(C)[C@@H]1CC[C@]2(c3ncc(C)o3)CC[C@]3(C)[C@H](CC[C@@H]4[C@@](C)(CCC#N)[C@H](C(=C)C)CC[C@]43C)[C@@H]12
  COLO 205: -82*[100 µM]
  HT29: -70*[100 µM]
  NCI-H460: -71*[100 µM]
  KM12: -75*[100 µM]
  HCT-116: -82*[100 µM]
  HCT-15: -69*[100 µM]
  NCI-H226: -55*[100 µM]
  NCI-H322M: -84*[100 µM]
  SW-620: -70*[100 µM]

(cont.)
SMILES	COLO 205	HT29	NCI-H460	KM12	HCT-116	HCT-15	NCI-H226	NCI-H322M	SW-620
Cc1ccc(-n2c(CSc3ccc(Cl)cc3)nnc2SCc2nc3ccccc3[nH]2)cc1	/	67	78	84	56	/	83	86	90
CC1=CC=CN2CCC(=O)N=C12	116	/	116	112	94	100	100	103	117
Cc1cc(=O)n(C(=O)Nc2cc(Cl)ccc2O)c2cc(O)ccc12	107	100	102	105	96	99	95	88	97
COc1cc(OC)c(S(N)(=O)=O)cc1C1=NN(C(C)=O)C(c2ccc(Cl)cc2)C1 (stereo not drawn)	111	106	107	102	98	102	95	109	101
CC1=CC(C)(C)NC(=S)N1c1cccc2ccccc12	107	107	104	103	99	104	96	99	99
CC(=O)N1N=C(c2ccc(Oc3nnnn3-c3ccccc3)cc2)OC1c1ccc(F)cc1 (stereo not drawn)	120	117	102	97	89	103	100	112	118
CSC1=NC=C(C#N)C2=NC(c3c(F)cccc3Cl)NN12 (stereo not drawn)	104	102	103	103	99	96	91	105	106

4 compounds picked at random from the list so far, as already listed:
SMILES	COLO 205	HT29	NCI-H460	KM12	HCT-116	HCT-15	NCI-H226	NCI-H322M	SW-620
Cc1nc2ccc(C(=O)NCc3cc(C(=O)O)c(C)o3)cc2nc1C	/	96	100	92	96	105	100	97	99
CCNc1cc(Cl)nc(N)n1	112	109	105	100	96	98	105	108	102
O=C(O)c1ccc(Nc2ccnc(SCC(=O)c3ccc([N+](=O)[O-])cc3)n2)cc1	112	110	105	102	102	108	103	/	100
COc1ccc(/C=N\Nc2ccc([N+](=O)[O-])cn2)cc1OC	67	/	1.4*	44	17	96	35	11	62

Compound profiles (already shown). Order of screens: COLO 205, HT29, NCI-H460, KM12, HCT-116, HCT-15, NCI-H226, NCI-H322M, SW-620
Cc1cc(=O)n(C(=O)Nc2cc(Cl)ccc2O)c2cc(O)ccc12 is entered as 107, 100, 102, 105, 96, 99, 95, 88, 97
Cc1ccc(-n2c(CSc3ccc(Cl)cc3)nnc2SCc2nc3ccccc3[nH]2)cc1 is entered as /, 67, 78, 84, 56, /, 83, 86, 90
